Screening results deposited in PubChem by Broad Institute.
RAD54 branch – blocks human RAD54 Holliday junction branch migration | FAM/BHQ fluorescence | inhibition, % at 10.4 µM | 360,000 compounds, 0.14% hits | Q92698 | AID 602329;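 active = mean normalized replicate activity at least 40 and at least half of replicates scoring 40 or more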;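 note: 0% = median of neutral control wells and 100% = median of positive control wells; inhibitors cause a drop in the FAM fluorescence signal; in these data hits start at about 50%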
Target sequence (Q92698 whole entry, looked up): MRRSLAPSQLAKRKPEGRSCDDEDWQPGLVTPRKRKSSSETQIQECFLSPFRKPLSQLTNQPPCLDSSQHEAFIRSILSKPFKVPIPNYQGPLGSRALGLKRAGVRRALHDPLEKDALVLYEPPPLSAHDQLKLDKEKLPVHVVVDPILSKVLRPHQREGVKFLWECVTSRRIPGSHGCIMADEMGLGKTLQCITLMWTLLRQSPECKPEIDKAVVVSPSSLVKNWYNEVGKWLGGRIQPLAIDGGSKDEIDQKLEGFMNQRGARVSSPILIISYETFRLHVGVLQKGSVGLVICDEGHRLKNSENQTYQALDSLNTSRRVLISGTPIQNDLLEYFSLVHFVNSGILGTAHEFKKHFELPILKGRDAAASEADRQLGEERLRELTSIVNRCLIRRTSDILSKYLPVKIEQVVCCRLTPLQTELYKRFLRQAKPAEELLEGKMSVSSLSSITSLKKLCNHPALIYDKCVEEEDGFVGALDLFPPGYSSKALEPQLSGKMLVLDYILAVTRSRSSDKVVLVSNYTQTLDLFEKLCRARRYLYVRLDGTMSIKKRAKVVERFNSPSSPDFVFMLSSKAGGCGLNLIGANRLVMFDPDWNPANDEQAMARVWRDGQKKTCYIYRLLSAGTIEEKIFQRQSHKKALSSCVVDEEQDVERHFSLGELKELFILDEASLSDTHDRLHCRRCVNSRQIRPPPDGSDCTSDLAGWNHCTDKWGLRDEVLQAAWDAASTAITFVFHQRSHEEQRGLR
Numbers without * were called inactive. Only part of the results is shown (hit frequency here may not be typical).

SMILES	RAD54 branch
COc1ccc(-n2nnnc2SCC(=O)N2CCCC2)cc1OC	-1
COc1ccc(C)cc1NC(=O)CN(c1ccc(F)cc1)S(C)(=O)=O	1
COc1cccc(OCC(=O)NNC(=O)c2ccc(-c3ccccc3)cc2)c1	5
Cc1cccc(OCCC(=O)NCC(c2ccco2)N2CCCCC2)c1 (configuration not stated)	3
CCN(CC(=O)Nc1ccc2c(c1)OCCO2)S(=O)(=O)c1cccs1	-5
CC(C)(C)NC(=O)COC(=O)/C=C/c1ccccc1[N+](=O)[O-]	10
O=C(N/N=C/C=C/c1ccco1)C(O)c1ccccc1 (configuration not stated)	-5
COc1ccc2c(C(=O)CN3CCN(c4ccccc4)CC3)c[nH]c2c1	1
C=CCc1ccc(OCCOCCNCCOC)c(OC)c1	-17
CCS(=O)(=O)c1ccc2oc(Nc3ccc(C(C)C)cc3)nc2c1	-15
O=C(COc1cnc2ccccc2n1)NCCC1=CCCCC1	-7
COC(=O)c1ccc(C2/C(=C(/O)c3ccc(OC(C)C)cc3)C(=O)C(=O)N2c2cc(C)on2)cc1 (configuration not stated)	-14
COc1ccc2cc(C(=O)NCc3ccco3)c(=Nc3ccc(C(=O)O)cc3)oc2c1	-5
CCOc1cccc(=O)c2c(C)n(C)c(C)c12	2
CCNc1cc(N2CCN(S(=O)(=O)c3ccc4c(c3)CCCC4)CC2)ccc1[N+](=O)[O-]	-3
CCC(=O)Nc1ccc2nc(C)n(Cc3ccccc3Cl)c(=O)c2c1	2
Cc1ccc(-n2c(-c3ccccc3)n[nH]c2=S)cc1	4
CC(C)CNC(=O)CC(c1ccccc1)c1c(O)ccc2ccccc12 (configuration not stated)	-2
Cc1ccc(S(=O)(=O)N(C)c2ccccc2)cc1	0
Clc1ccc(CSc2nnc(-c3ccccn3)n2Cc2ccco2)c(Cl)c1	1
C=CCNC(=O)/C(=C\C=C\c1ccccc1)NC(=O)c1ccc(OCCCC)cc1	-8
Cc1cccc(C(=O)N2CCN(c3ccc([N+](=O)[O-])c(N4CCOCC4)c3)CC2)c1	5
C=C(C)CC1Nc2ccccc2NC1CC(=C)C (configuration not stated)	6
N#CCCN1CCn2c1nc1ccccc12	4
CCCNC(=O)c1ccc2c(=O)c(O)c(-c3ccsc3)[nH]c2c1	2
O=[N+]([O-])c1cc(S(=O)(=O)C(F)(F)F)ccc1Sc1nc2ccccc2s1	9
CC(C)OC(=O)c1cc2ccccc2[nH]1	-1
COC(=O)c1ccc(NC(=O)CCc2c(C)nc3ncnn3c2C)cc1	-1
CCCC1C(C(=O)OCC)=C(C)NC(C)=C1C(=O)OCC	-8
CCOCCCNC(=O)C(c1ccc(Cl)cc1)N1CCC2(CC1)OCCO2 (configuration not stated)	0
COc1ccc(NC(=O)C2CCCN2C(=O)OCc2ccccc2)c(OC)c1 (configuration not stated)	-4
O=C(NCc1ccco1)NC12CC3CC(CC(C3)C1)C2	-8
Cc1ccc(NC(=O)c2ccc(S(=O)(=O)N3CCOCC3)cc2)nc1	-13
C=CCn1c(C)cc(C)c(C#N)c1=O	3
Cc1nc2cc(N3CCCCC3)c(NC(=O)c3ccncc3)cc2c(=O)n1Cc1ccccc1	-6
COc1ccc(NC(=S)NN2CCN(C)CC2)cc1	9
C=CCn1c(SCc2c(C)noc2C)nc2cc(C(=O)O)ccc2c1=O	-4
Cc1[nH]c2ccc(C(=O)OC(C)C(=O)N(C)c3ccccc3)cc2c1C (configuration not stated)	-15
CCOC(=O)C1CCN(C(=O)C23CC4CC(CC(C4)C2)C3)CC1	-6
Cc1ccc(CC2C(=O)N(CC(=O)O)C(=O)C2C)cc1 (configuration not stated)	14

At a glance, 18 of the compounds above:
SMILES	RAD54 branch
COc1ccc(-n2nnnc2SCC(=O)N2CCCC2)cc1OC	-1
COc1ccc(C)cc1NC(=O)CN(c1ccc(F)cc1)S(C)(=O)=O	1
COc1cccc(OCC(=O)NNC(=O)c2ccc(-c3ccccc3)cc2)c1	5
Cc1cccc(OCCC(=O)NCC(c2ccco2)N2CCCCC2)c1 (configuration not stated)	3
CCN(CC(=O)Nc1ccc2c(c1)OCCO2)S(=O)(=O)c1cccs1	-5
CC(C)(C)NC(=O)COC(=O)/C=C/c1ccccc1[N+](=O)[O-]	10
O=C(N/N=C/C=C/c1ccco1)C(O)c1ccccc1 (configuration not stated)	-5
COc1ccc2c(C(=O)CN3CCN(c4ccccc4)CC3)c[nH]c2c1	1
C=CCc1ccc(OCCOCCNCCOC)c(OC)c1	-17
CCS(=O)(=O)c1ccc2oc(Nc3ccc(C(C)C)cc3)nc2c1	-15
O=C(COc1cnc2ccccc2n1)NCCC1=CCCCC1	-7
COC(=O)c1ccc(C2/C(=C(/O)c3ccc(OC(C)C)cc3)C(=O)C(=O)N2c2cc(C)on2)cc1 (configuration not stated)	-14
COc1ccc2cc(C(=O)NCc3ccco3)c(=Nc3ccc(C(=O)O)cc3)oc2c1	-5
CCOc1cccc(=O)c2c(C)n(C)c(C)c12	2
CCNc1cc(N2CCN(S(=O)(=O)c3ccc4c(c3)CCCC4)CC2)ccc1[N+](=O)[O-]	-3
CCC(=O)Nc1ccc2nc(C)n(Cc3ccccc3Cl)c(=O)c2c1	2
Cc1ccc(-n2c(-c3ccccc3)n[nH]c2=S)cc1	4
CC(C)CNC(=O)CC(c1ccccc1)c1c(O)ccc2ccccc12 (configuration not stated)	-2

Further compounds follow:
SMILES	RAD54 branch
COc1ccccc1C(=O)OCc1c(F)cccc1Cl	-4
CC(C)C(C(=O)NC(C)(C)C)N1C(=O)c2ccccc2C1=O (configuration not stated)	-2
Cc1ccc(Cn2nc(C)c(NC(=O)c3noc4c3CCCCC4)c2C)cc1	3
O=C(CCNc1n[nH]c(=O)[nH]c1=O)N1CCCCC1	-8
CCOC(=O)C1CCN(C(=O)COc2cc(C)c(Br)cc2C)CC1	-9
COc1cc2c(cc1OC)C(C(=O)N1CCCCC1)C(c1ccccc1F)N(C)C2=O (configuration not stated)	-1
COCCn1c(=NC(=O)CSCC(=O)NC2CCCCC2)sc2cc(OC)ccc21	-10
CCOC(=O)c1c(C)n(C(=O)c2ccco2)c(=O)n1C(=O)c1ccco1	4
N#C/C(=C(/O)COc1cccc2ccccc12)c1nc2ccccc2[nH]1	9
O=C(NC(Nc1cc(C(F)(F)F)ccc1Cl)C(=O)c1ccccc1)c1ccccc1 (configuration not stated)	4
COc1cc(/C=N/n2c(SC)nnc(C(C)(C)C)c2=O)ccc1O	3
CCC(=O)NC(Nc1cccc(C)n1)(C(F)(F)F)C(F)(F)F	-11
COc1cc(NC(=O)COC(=O)c2ccc(S(=O)(=O)N3CC(C)CC(C)C3)cc2)c(C)cc1[N+](=O)[O-] (configuration not stated)	-4
CNC(C)c1cc(OC)ccc1OC (configuration not stated)	0
Cc1ccc(=O)n(C(C(=O)NCc2ccco2)C(=O)c2ccc(F)cc2)c1 (configuration not stated)	-1
CC(C)C(c1nnnn1Cc1cccs1)N1CCN(C2CCCC2)CC1 (configuration not stated)	-6
CC1CCN(C(=O)CN2C(=O)C(=O)c3ccccc32)CC1	0
COc1ccccc1C(=O)N1CCN(c2nc3cc(C)c(C)cc3cc2C#N)CC1	-6
CC(=O)Nc1nc(SCc2ccc(Cl)cc2Cl)n[nH]1	2
COc1ccccc1N1CCN(C(=O)c2cc3n(n2)C(C(F)(F)F)CC(c2ccco2)N3)CC1 (configuration not stated)	3
CC(C)(C)c1ccc(C(=O)CCCSC2=C(C#N)C(c3ccco3)C3=C(CCCC3=O)N2)cc1 (configuration not stated)	-12
CC(C)(C)N1CC2(c3ccccc3)CN(C(C)(C)C)CC(c3ccccc3)(C1)C2=O	-3
COc1ccc(C(=O)NCCCN2CCCC2=O)cc1	-1
O=C(CSc1nnc(-c2ccncc2)o1)Oc1ccccc1	-8
CCOc1ccc(-c2nnn(CC(=O)NCc3ccco3)n2)cc1	0
N=c1n(CC(=O)O)c2ccccc2n1Cc1ccccc1Cl	-9
CCOc1ccc2c(c1)c(C(C)=O)c(C)n2-c1ccccc1	2
CC(=O)OCc1nc2sc3c(c2c(=O)[nH]1)CCCC3	1
CC1CC(=O)N(CC(=O)Nc2ccc3c(c2)OCO3)c2ccccc2S1 (configuration not stated)	-8
O=C1OCc2cc(NC(=O)C3CCCO3)ccc21 (configuration not stated)	-1
CC(C)(C)C1=Nn2c(nnc2-c2n[nH]c3c2CCC3)SC1	-15
CCc1nc(SCC(=O)Nc2nc3c(s2)CCCC3)c2ccccc2n1	-9
CCOc1ccc(C(=O)N2CCCC2)cc1	-5
CN1CC(c2ccccn2)C2(SC(=S)N(Cc3ccccc3)C2=O)C12C(=O)Nc1ccccc12 (configuration not stated)	-4
COc1ccc(-n2c(C)cc(C(=O)COC(=O)Cn3cnc4ccccc43)c2C)cc1	6
O=C(c1cc(-c2ccc(Cl)cc2)n(-c2ccc(Cl)c(Cl)c2)n1)N1CCOCC1	-7
COc1ccc(N2CCN(C(=O)COc3ccc(Cl)cc3Cl)CC2)cc1	-6
CN1CCN(Cc2ccc(OCc3ccccc3)cc2)CC1	5
COc1cc2[nH]c(=S)n(CCCN3CCOCC3)c(=O)c2cc1OC	23
COc1ccccc1N1CCN(Cc2cccc(OC)c2OC)CC1	14
O=C(O)c1ccc(NC(=O)C2C3CCC(C3)C2C(=O)O)cc1 (configuration not stated)	6
COc1cc(C(=O)N2CCN(C(=O)COc3ccc4ccccc4c3)CC2)cc(OC)c1OC	10
CCCC(NS(=O)(=O)c1ccc(C)cc1)C(=O)O (configuration not stated)	-2
c1ccc(Cc2nc(-c3ccccn3)no2)cc1	-18
CCOc1ccc(-c2nnn(CC(=O)NCc3ccc4c(c3)OCO4)n2)cc1	6
O=C(Cn1cnc2c(oc3ccccc32)c1=O)NCc1ccco1	1
CC1CCCCC12NC(=O)N(CC(=O)c1ccc[nH]1)C2=O (configuration not stated)	10
Cc1ccccc1Cc1c(C)nc2c(C(=O)N3CCN(Cc4ccc5c(c4)OCO5)CC3)cnn2c1C	-1
Cc1cccc(-c2nnc3n2N=C(c2ccccc2Br)CS3)c1	-9
CCCS(=O)(=O)N1CCC(C(=O)NCc2ccco2)CC1	-6
Later entries.
SMILES	RAD54 branch
CC(=O)Nc1nnc(Cc2ccccc2)s1	-9
CC(C)n1nnnc1SCC(=O)N1CCN(C(=O)c2ccco2)CC1	2
O=C(COc1ccc(-c2nnc(N3CCCCC3)c3ccccc23)cc1)N1CCCCC1	0
CC1CCc2c(sc(NC(=O)COC(=O)c3ccccc3NCc3ccco3)c2C#N)C1 (configuration not stated)	-8
COc1cccc(NC(=O)COC(=O)c2cc(S(=O)(=O)N3CCOCC3)ccc2C)c1	-10
CCC/S(CC1CC1(Cl)Cl)=N\S(=O)(=O)c1ccc(C)cc1 (configuration not stated)	-1
CCCn1c(C(C)Nc2nc(-c3ccc(Cl)c([N+](=O)[O-])c3)cs2)nc2cc(Cl)c(N3CCCCC3)cc21 (configuration not stated)	0
CCCn1c(-c2cc(OC)c(OC)c(OC)c2)nc2nc3ccccc3nc21	6
CSc1nncc(-c2ccc(F)cc2)n1	-14
COc1ccc(COC(=O)NNC(=O)c2ccc(OC)cc2)cc1	-2
COCc1nnc(NC(=O)c2ccc(S(=O)(=O)N(C)C3CCCCC3)cc2)o1	0
COc1ccc(CCNc2cc(N3CCN(C(=O)c4ccccc4F)CC3)ccc2[N+](=O)[O-])cc1OC	3
CCOC(=O)CCc1c(C)c(C#N)c2[nH]c3ccccc3n2c1=O	4
CCOc1ccccc1C1N(c2ccc(F)cc2)C(=O)C2CCCN21 (configuration not stated)	-2
CC(C)(C)OC(=O)NCCCCCc1nnc(SCC(=O)Nc2cccc(Cl)c2)o1	2
Cc1ccc(C)n1/N=C1/NC(=O)CS1	-3
C=CCn1c(SCc2cc(=O)n3ccsc3n2)nc2scc(C3CC3)c2c1=O	2
Cc1ccc2cc(CN(C(=O)C3CCCO3)C3CCCCC3)c(=O)[nH]c2c1 (configuration not stated)	-5
Cc1ccc2c(CC(=O)O)coc2c1C	7
COc1ccc(/C=C2\Oc3cc(OCC(=O)N4CCC[C@H]4C(=O)O)ccc3C2=O)cc1OC	0
Nc1nnnn1/N=C/c1ccccc1C(F)(F)F	-10
CC(NCc1ccc(N(C)C)cc1)C1CC2CCC1C2 (configuration not stated)	-4
CN(CC(=O)N1CCN(c2ccccn2)CC1)S(=O)(=O)c1ccc(Br)cc1	-4
Cc1ccc(S(=O)(=O)NC2CCCC2)cc1C	-1
CCOc1ccccc1NC(=O)COn1nnc2ccccc21	-7
Cc1ccccc1-c1nnn(CC(=O)N2CCN(S(=O)(=O)c3ccc(Cl)cc3)CC2)n1	-9
Cc1cc(C)c2c(n1)nn1c(NCCOCCO)cc(C)nc21	0
O=c1c2oc3ccccc3c2ncn1Cc1ccccc1Cl	-5
Cc1nnc2n1N=CC=C(C(C)(C)C)S2	-5
COc1cc(N2C(=O)c3ccccc3C2=O)c(Cl)cc1C(=O)OCC(=O)NCc1ccco1	-2
CSC1=C(C#N)C(c2ccccc2C)C(C#N)=C(N)N1 (configuration not stated)	11
CCOC(=O)c1cnc2c(C#N)c(C)nn2c1C	-9
Cc1cccc(OCCC(=O)NCC(c2ccccc2)N(C)C)c1 (configuration not stated)	-2
O=C(Nc1ccc2c(c1)OCCO2)C1CCN(C(=O)c2ccc(F)cc2)CC1	3
CCN1CCN(CC(O)COCc2ccccc2)CC1 (configuration not stated)	8
N#Cc1c(N)sc2c1CCN(CCc1ccccc1)C2	-9
CC1=C(C(=O)OC2CCCCC2)C(c2ccc(C)o2)C2=C(CC(C)(C)CC2=O)N1 (configuration not stated)	-7
O=C(Nc1ccc2nc(-c3cccnc3)[nH]c2c1)c1ccccc1F	-3
O=C(Nc1ccc(S(=O)(=O)N2CCOCC2)cc1)c1cccs1	-9
Cc1sc2ncnc(N3CCC(C)CC3)c2c1C	1
O=C(OCc1ccccn1)c1ccc(COc2ccccc2Cl)o1	3
CCCCC1=NN(C(=O)c2cocc2C)C(O)(C(F)(F)F)C1 (configuration not stated)	-9
Cc1cc(C(F)F)n2ncc(C(=O)NCc3ccccc3C(F)(F)F)c2n1	2
Cc1nn(C)c(Cl)c1NC(=O)OCc1ccc(F)cc1	0
COC(=O)CCC(=O)Nc1cccc(C(=O)Nc2cccc(Cl)c2)c1	7
O=C(CN1CCN(c2ccccn2)CC1)NCc1cccs1	8
CC1(C)NC(=O)N(CC(=O)OCC(=O)Nc2cccc(F)c2)C1=O	3
